# Compound activity: PubChem BioAssay, several laboratories
# BAP1 block = human BAP1 deubiquitinase inhibition; recombinant BAP1, Ub-AMC hydrolysis fluorescence kinetic; stronger effect = lower value; Q92560; AID 436; activity remaining (% of control), % at 20 µM; 72,000 compounds, 0.48% hits;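 active means activity remaining at or below 50% of control, provided the compound also passes the data quality filters; inactive means the rest, including low values that fail the filters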;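 further: 100% = DMSO wells rate and 0% = substrate alone blank rate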
# Target sequence (Q92560 whole entry, looked up): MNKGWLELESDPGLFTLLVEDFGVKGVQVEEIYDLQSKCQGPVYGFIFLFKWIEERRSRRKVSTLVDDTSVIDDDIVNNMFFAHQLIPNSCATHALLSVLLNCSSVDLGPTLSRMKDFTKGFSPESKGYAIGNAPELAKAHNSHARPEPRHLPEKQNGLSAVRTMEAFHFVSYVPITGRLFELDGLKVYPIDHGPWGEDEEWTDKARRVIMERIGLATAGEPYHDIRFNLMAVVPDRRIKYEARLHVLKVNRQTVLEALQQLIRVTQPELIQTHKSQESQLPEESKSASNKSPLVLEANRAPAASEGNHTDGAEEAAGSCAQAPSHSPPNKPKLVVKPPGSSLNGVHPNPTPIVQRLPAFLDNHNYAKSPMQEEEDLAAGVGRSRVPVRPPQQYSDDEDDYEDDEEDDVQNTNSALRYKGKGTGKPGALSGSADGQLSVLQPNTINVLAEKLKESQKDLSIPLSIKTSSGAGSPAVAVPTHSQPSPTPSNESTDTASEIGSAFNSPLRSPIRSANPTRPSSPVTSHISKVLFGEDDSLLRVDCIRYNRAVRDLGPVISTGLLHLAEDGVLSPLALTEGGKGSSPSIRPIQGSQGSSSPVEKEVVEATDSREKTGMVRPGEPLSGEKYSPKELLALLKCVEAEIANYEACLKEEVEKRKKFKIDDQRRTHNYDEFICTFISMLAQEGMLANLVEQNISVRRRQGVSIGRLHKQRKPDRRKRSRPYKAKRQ
# HePTP inhibitor = human HePTP phosphatase inhibition. inhibition, % at 20 µM. recombinant HePTP phosphatase activity, OD absorbance. AID 521. P35236. 110,000 compounds, 0.64% hits; in the data active means inhibition above about 50%;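 further: plate controls were vehicle for no effect and reference inhibitor for full effect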
# Target sequence (P35236 whole entry, looked up): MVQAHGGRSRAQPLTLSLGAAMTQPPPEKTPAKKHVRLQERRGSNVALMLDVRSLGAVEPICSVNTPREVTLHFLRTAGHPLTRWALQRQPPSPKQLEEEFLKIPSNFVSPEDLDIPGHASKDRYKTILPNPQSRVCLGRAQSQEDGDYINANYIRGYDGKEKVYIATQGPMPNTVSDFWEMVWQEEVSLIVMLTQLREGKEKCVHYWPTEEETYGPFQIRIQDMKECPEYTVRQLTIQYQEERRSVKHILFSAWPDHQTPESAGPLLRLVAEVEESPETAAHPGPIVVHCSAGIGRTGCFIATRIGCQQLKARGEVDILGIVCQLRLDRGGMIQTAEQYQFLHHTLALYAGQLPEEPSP
# An asterisk follows results filed as active; . = no result given; & = joins results of further samples.
SMILES,BAP1 block,HePTP inhibitor
CNc1oc(Cc2ccccc2)nc1S(=O)(=O)c1ccc(Cl)cc1,99,4
CCN1C(=O)N(CC)C(O)(c2ccccc2)C1(O)c1ccccc1 (stereo not drawn),100,5
COc1ccc(CNC(=O)C(=O)Nc2ccc([N+](=O)[O-])cc2)cc1,.,8
O=C(NC(=S)Nc1cccc(-c2nc3cc(Cl)ccc3o2)c1)c1ccco1,.,5
CC(=O)Nc1ccccc1NC(=O)COc1ccccc1,.,2
Cc1ccc(C(=O)CSc2nc(N)c(C#N)c(-c3ccc(O)cc3)c2C#N)cc1,.,-5
CCOC(=O)C(/C(N)=N/C(=O)Nc1ccccc1)=C(\C)O,89,.
CCOc1ccccc1OCCn1nnc2ccccc21,39*,7
COc1ccc(C2Nc3ccccc3C(=O)N2c2cccc3ccccc23)cc1CN1C(=O)c2ccccc2C1=O (stereo not drawn),59,.
O=C(NC1CCCCCC1)C1c2ccccc2C(=O)N1C1CC1 (stereo not drawn),124,10
N/C(=N\OC(=O)c1ccc2ccccc2c1)c1cccc([N+](=O)[O-])c1,.,-4
CC(C)[C@H](NC(=O)Nc1ccc(S(N)(=O)=O)cc1)C(=O)O,103,10
COc1ccc(CCNC(=O)/C=C/c2cc(OC)ccc2OC)cc1,.,6
O=C(O)c1ccc(N2CCCCC2)cc1,103,9
Brc1ccc2nc(N3CCNCC3)nc(-c3ccccc3)c2c1,.,-15
CC(C)NC(=O)COc1ccc(C=C2C(=O)NC(=O)NC2=O)cc1,.,-7
O=C(NCCc1ccc(Cl)cc1)C(=O)NCc1ccccc1,.,8
CN(C)Cc1c(O)ccc2c1c(-c1ccccc1)nn2-c1ccccc1,.,-4
CCOC(=O)C1C(=O)CC(C)(O)C(C(=O)OCC)C1c1cccc([N+](=O)[O-])c1 (stereo not drawn),88,.
O=C(Nc1ccc(CN2CCOCC2)cc1)c1cc2ccccn2n1,104,7
Cc1cc(SCCC(=O)O)nc2ccccc12,133,5
COc1cc(/C=N/N2CCN(Cc3ccc(Cl)cc3)CC2)cc(OC)c1OC(C)=O,.,-2
O=C(O)c1cccc(N2C(=O)c3ccc(Br)cc3C2=O)c1,.,6
Cc1nnc(SCC(=O)Nc2ccc(N3CCOCC3)cc2)o1,73,6
CCOc1ccc(Cl)cc1S(=O)(=O)n1nnc2ccccc21,89,-12
COc1cc2c(cc1NC(=O)c1c(-c3c(F)cccc3Cl)noc1C)oc1ccccc12,.,-6
C=CCn1c(N)c(C(=O)NCc2cccnc2)sc1=S,.,-3
CNc1nc(Oc2ccccc2C(=O)OC)nc(SC)n1,97,14
O=C(Oc1ccc(N(C(=O)c2ccncc2)S(=O)(=O)c2ccc(Br)cc2)c2ccccc12)c1ccncc1,140,.
O=C1S/C(=C\c2ccccc2[N+](=O)[O-])C(=O)N1Cc1ccccc1,.,4

# 3 compounds from above, sorted by the value under BAP1 block, low to high:
SMILES,BAP1 block,HePTP inhibitor
CCOc1ccc(Cl)cc1S(=O)(=O)n1nnc2ccccc21,89,-12
CNc1nc(Oc2ccccc2C(=O)OC)nc(SC)n1,97,14
Cc1cc(SCCC(=O)O)nc2ccccc12,133,5

# Next section
SMILES,BAP1 block,HePTP inhibitor
COc1ccccc1C(=O)N1CCN(c2ccccn2)CC1,98,8
CCOC(=O)c1ccc(NC(=O)c2ccc(CN3CCOCC3)cc2)cc1,120,8
CC(=O)OCCNC(=O)/C(=C\c1ccc(Br)cc1)NC(=O)c1ccc(Br)o1,.,5
O=C(CSCc1c(F)cccc1Cl)NCc1ccco1,62,9
CCc1ccccc1NC(=O)CSC1=C(C#N)C(c2ccc3c(c2)OCO3)C2=C(CCCC2=O)N1 (stereo not drawn),115,1
Cc1cc(C)c2cc(C#N)c(N3CCCC3)nc2c1,78,7
C=CCOC(=O)C1=C(C)NC(C)=C(C(=O)OCC=C)C1c1cccc([N+](=O)[O-])c1,.,-7
O=S(=O)(CCOc1ccccc1)c1nc2ccccc2[nH]1,84,4
CCCCCOc1ccc(/C=c2\sc3ncnn3c2=O)cc1,99,2
CCOC(=O)c1ccc(NC(=O)c2ccc(C)c(S(=O)(=O)N3CCOCC3)c2)cc1,.,9
Cn1c(=O)c2c(nc(OCc3cccnc3)n2Cc2c(F)cccc2Cl)n(C)c1=O,69,6
COc1ccc(N2C(=O)CC(N3CCN(c4ccccc4F)CC3)C2=O)cc1 (stereo not drawn),105,4&4
COc1cccc(C(c2sc3ncnn3c2O)N2CC(C)OC(C)C2)c1 (stereo not drawn),100,-13
Cc1ccccc1OCC(=O)Nc1ccc(Cl)cc1Cl,.,12
Cc1ccc(S(=O)(=O)NNC(=O)c2c[nH]c3ccccc23)cc1,.,4
CCn1c(=O)c2c3c(sc2n(C)c1=O)CCC3,112,-2
COCCOC(=O)C1=C(C)NC2=C(C(=O)CC(c3ccccc3)C2)C1c1ccc(F)cc1 (stereo not drawn),78,.
S=c1[nH]nc(-c2ccc(Cl)cc2)n1-c1ccc(Cl)cc1,.,-5
CC1CCCCN1CCCNC(=O)C1CCN(c2nc3ccccc3o2)CC1 (stereo not drawn),84,2
O=C(CSc1nc2ccccc2c(=O)n1Cc1ccco1)NCc1ccco1,95,11
COc1ccc2[nH]c(=O)c(CN(CC3CCCO3)C(=O)Nc3ccccc3)cc2c1 (stereo not drawn),53,8
COc1cc(C(=O)Nc2nccs2)cc(OC)c1OC,125,6
Cc1ccccc1Cn1cc(/C=N/n2cnnc2)c2ccccc21,96,-7
CCn1c2c(c3cc([N+](=O)[O-])ccc31)CCCC2=O,63,4
CC(=O)Cc1ccccc1OCC(=O)O,96,8
CCOc1cc(-c2c(C#N)c(N)nc3c2CCCC3)ccc1O,84,0
CCOC(=O)c1sc(NCC2CCCO2)nc1C (stereo not drawn),62,6
CCN1C(=O)/C(=C/c2cc([N+](=O)[O-])ccc2OC)SC1=S,.,-19
COC(=O)c1ccc(C(=S)N2CCOCC2)cc1,65,0
CCC(NC(=O)NCCCn1ccnc1)(C(F)(F)F)C(F)(F)F,109,2
CCC(=O)c1ccc(OCC(O)CN2CCN(c3cccc(C(F)(F)F)c3)CC2)cc1 (stereo not drawn),71,6
O=C(CC12CC3CC(C1)CC(CC(=O)N1CCOCC1)(C3)C2)N1CCOCC1,.,-14
O=C(CN1CCN(c2ccc(Cl)cc2)CC1)c1ccc2c(c1)OCO2,86,8
COC(=O)C1(C)NC(c2cccs2)C2C(=O)N(c3ccccc3F)C(=O)C21 (stereo not drawn),76,-4
Cc1ccc(C(=O)Oc2ccccc2C(=S)N2CCOCC2)cc1,.,-6
CC(C)(C)C(=O)Nc1ccc(S(=O)(=O)Nc2nccs2)cc1,.,0
CN(C)CCNC(=O)c1ccccc1-c1ccccc1,87,-5
N#CC1=C(N)C(C#N)(C#N)C(c2cccnc2)C2CSCC=C12 (stereo not drawn),.,5
OC1(c2ccc(Br)cc2)CCNCC1,95,9
CC1Cc2nc(SCC(=O)Nc3nccs3)n(C)c(=O)c2S1 (stereo not drawn),83,17
CC(=O)Nc1ccc(S(=O)(=O)Nc2ccc3c(c2)OCCO3)cc1,.,-10
O=c1[nH]c(N/N=C/c2cccs2)nnc1-c1ccccc1,.,12
Cc1ccc2nc3[nH]c(=O)[nH]c(=O)c3nc2c1,.,-11
Cc1oc2cc(OC(C)C(=O)O)ccc2c(=O)c1Oc1ccccc1 (stereo not drawn),106,1
COc1ccc(-n2c(Cc3cccn3C)nnc2SCC(=O)Nc2ccc(F)cc2)cc1,86,-1
CCOC(=O)C1=C(C)NC2=C(C(=O)CC(C)(C)C2)C1c1ccc(C)cc1C (stereo not drawn),.,-7
COC(=O)c1ccccc1NC(=O)CN1CCC(NC(=O)c2ccccc2C)CC1,101,3
CCN(CC)S(=O)(=O)c1ccc2[nH]cc(C(=O)NCCN3CCCCC3C)c(=O)c2c1 (stereo not drawn),74,4
N#Cc1ccc(COC(=O)c2ccc3c(=O)[nH]c(CN4CCOCC4)nc3c2)cc1,116,7
Cc1cc(=O)[nH]c(SCc2nc3ncccn3c2Br)n1,77,13
N#Cc1c(-c2ccco2)cc(C2CC2)nc1SCC(=O)c1ccccc1,61&133,4
O=S(=O)(Nc1ccc(S(=O)(=O)N2CCOCC2)cc1)c1ccc(Br)cc1,.,9
C=CCn1c(SCC(=O)Nc2cc(NC(C)=O)ccc2OC)nnc1-c1cccnc1,101,7
CCOC(=O)N1CCN(C(=O)C2CCN(c3ncnc4c3sc3cccc(F)c34)CC2)CC1,80,5
S=C(Nc1ccc(Cl)cc1Cl)NC1CCCCC1,.,-13
Cc1cc(NC(=O)c2cc(C)on2)n(-c2ccccc2)n1,104,6
CC(=O)NC1=NC(=O)/C(=C\c2ccccc2C)S1,.,-1
Cc1cc(Cl)ccc1NC(=O)CN(c1cccc([N+](=O)[O-])c1)S(=O)(=O)c1ccccc1,.,9
CCC(=O)Nc1nc2ccc(NC(C)=O)cc2s1,101,-4
CCOc1ccccc1NC(=O)C1CCN(S(=O)(=O)c2c(C)noc2C)CC1,98,7
# Additional entries
SMILES,BAP1 block,HePTP inhibitor
COC(=O)CCNc1n[nH]c(=O)[nH]c1=O,209,.
CC1=C(C(=O)OC2CCCCCC2)C(c2ccc3c(c2)OCO3)C2=C(CCCC2=O)N1 (stereo not drawn),.,2
CC1CN(Cc2nc3c(c(=O)n(C)c(=O)n3C)n2CCCc2ccccc2)CC(C)O1 (stereo not drawn),79,.
O=C(COc1ccccc1)NCCc1nc2ccccc2[nH]1,97,3
Cc1ccc(C(=O)COC(=O)CN2C(=O)c3ccccc3C2=O)cc1[N+](=O)[O-],109,.
O=C(NCc1ccco1)c1ccc(=O)[nH]n1,.,8
Cc1oc(C(=O)O)cc1CSC(C)C(=O)O (stereo not drawn),.,9
CC(C)(C)C(=O)/C=C(\N)c1ccccn1,84,-8
Cc1cnc(C)c(N2CCC(C(=O)NCc3cccs3)CC2)n1,93,0
CCOC(=O)N1CCN(CC(=O)Nc2c(C(=O)OC)[nH]c3ccccc23)CC1,76,-2
CCOc1ccc(/C(O)=C2/C(=O)C(=O)N(CCOCCO)C2c2ccccc2)cc1 (stereo not drawn),68,5
COCCn1c(C)cc(C(=O)CSc2ccc(NC(C)=O)cc2)c1C,95,3
Cc1nc2ncnn2c(N2CCN(C(=O)Cc3cccs3)CC2)c1C,102,8
Cc1n[nH]c(C)c1CCCCCCOc1cccc(Cl)c1,.,-3
CC1CN=C(c2cccn2Cc2ccc(F)cc2Cl)O1 (stereo not drawn),100,3

# Two entries picked at random from those above:
SMILES,BAP1 block,HePTP inhibitor
Cc1oc(C(=O)O)cc1CSC(C)C(=O)O (stereo not drawn),.,9
CCOc1ccc(/C(O)=C2/C(=O)C(=O)N(CCOCCO)C2c2ccccc2)cc1 (stereo not drawn),68,5

# A draw from above in order of SMILES length, lowest first:
SMILES,BAP1 block,HePTP inhibitor
Cc1oc(C(=O)O)cc1CSC(C)C(=O)O (stereo not drawn),.,9
CC1CN=C(c2cccn2Cc2ccc(F)cc2Cl)O1 (stereo not drawn),100,3
Cc1n[nH]c(C)c1CCCCCCOc1cccc(Cl)c1,.,-3
O=C(COc1ccccc1)NCCc1nc2ccccc2[nH]1,97,3
Cc1cnc(C)c(N2CCC(C(=O)NCc3cccs3)CC2)n1,93,0
COCCn1c(C)cc(C(=O)CSc2ccc(NC(C)=O)cc2)c1C,95,3
CC1=C(C(=O)OC2CCCCCC2)C(c2ccc3c(c2)OCO3)C2=C(CCCC2=O)N1 (stereo not drawn),.,2

# (listing goes on)
SMILES,BAP1 block,HePTP inhibitor
Cc1cccnc1NC(=O)c1ccc2nc(N)sc2c1,87,13
COc1ccc(N2C(=O)C3CCCN3C2c2cccs2)cc1 (stereo not drawn),102,9
CCOC(=O)CN(C(=O)CSc1nnc(COc2ccc(OC)cc2)n1C)c1ccccc1,99,5
Cc1cccc(N/C(N)=N/c2nc(C(F)(F)F)cc(=O)[nH]2)c1C,.,8
COC(=O)c1c(NC(=O)c2cccnc2)sc(C)c1C,.,2
Cc1csc2nc(=O)c3ccccc3n12,88,12
C=CCn1c(N2CCCC2)nc2c1c(=O)[nH]c(=O)n2C,93,9
O=C(C1CCN(S(=O)(=O)c2ccc(-n3cnnn3)cc2)CC1)N1CCN(c2ccccc2)CC1,103,5
O=C(c1cc(-c2ccccc2)nc2ccccc12)N1CCCC1,.,1
Cc1ccc(S(=O)(=O)N(CC(O)CN(C)C)c2cccc3ccccc23)cc1 (stereo not drawn),.,104*
CC(=O)c1ccc(N=c2oc3ccc(Br)cc3cc2C(N)=O)cc1,70,.
CC(C)CCN(C)C1CCN(S(=O)(=O)c2cccc(C(F)(F)F)c2)CC1,104,6
O=C(c1ccccc1)N1CCN=C1c1ccccc1,.,-16
CCCN(/C=N/S(=O)(=O)c1ccc(Cl)cc1)CCC,.,3
COc1ccc(S(=O)(=O)N2CCN(Cc3cc(OC)c(O)c(OC)c3)CC2)cc1,.,9

# HePTP inhibitor: hit marks shown above
SMILES,BAP1 block,HePTP inhibitor
Cc1ccc(S(=O)(=O)N(CC(O)CN(C)C)c2cccc3ccccc23)cc1 (stereo not drawn),.,104*

# (cont.)
SMILES,BAP1 block,HePTP inhibitor
Cc1ccc(S(=O)(=O)Nc2ccc(O)cc2)c(C)c1,.,7
CCC(=O)N1c2ccccc2NC2=C(C(=O)CC(c3ccccc3)C2)C1c1cccc(Br)c1 (stereo not drawn),.,-3
COc1ccc(C(=O)Nc2ccc3nn(-c4ccc(Cl)cc4)nc3c2)cc1,52,.
CCN(CC)c1ccc(NC(=O)c2ccc(I)cc2)cc1,.,-12
O=C(CNS(=O)(=O)c1ccc(C(=O)N2CCCCC2)cc1)N1CCCCC1,.,9
CCN(CC)S(=O)(=O)c1ccc2nnn(OCC(=O)Nc3cccc(C#N)c3)c2c1,95,2
CCOC(=O)CSc1nnc(CNC(=O)c2ccc(OC)cc2)n1-c1ccc(OC)cc1,95,4
CCOC(=O)c1ccc(NC(=O)CCC(CC)C(=O)O)cc1 (stereo not drawn),91,0

# Rows are unselected; overall some 0.95% were active at least once.
